Bioassay records as filed in PubChem.
Hep lipid drop: modulators of hepatic lipid droplet formation; AML12 mouse hepatocytes, oleate lipid droplets, BODIPY imaging; inhibition, % at 6.5 µM; 240,000 compounds, 0.4% hits;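 active means lipid droplet intensity inhibited by at least 50%, with more than 500 cells counted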
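Assay system: AML12 hepatocytes (mouse); Probe or stimulus: oleic acid at 100 µM to induce lipid droplet formation; Dosing: compound at 6.5 µM only; Schedule: compound with oleate, overnight; Detection: fluorescence imaging, 20x objective, two fields per well; Measure: % inhibition of lipid droplet signal.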
Hep lipid drop cells 6.5 µM: further read-out of Hep lipid drop, marked with its call; cell count; measured here: cell count, cytotoxicity flag;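 cells counted across two imaged fields per well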
* hit, by the source's call. This is a subset. The share of hits here may be higher or lower than overall.

Start of the data: the first 19 entries, ahead of the listing:
SMILES | Hep lipid drop | Hep lipid drop cells 6.5 µM
CCOC(=O)c1c(C)[nH]c(C)c1S(=O)(=O)NCc1ccccc1OCC | -1 | 707
O=C(CCCN1C(=O)C(c2ccccc2)Oc2cccnc21)NCc1ccccc1F (configuration not stated) | -2 | 728
O=C(c1ccco1)N1CCc2[nH]nc(-c3ccc(Cl)cc3)c2C1 | -6 | 725
COc1ccc(C(=O)Nc2c(N)nc(SCC(=O)NCC3CCCO3)[nH]c2=O)cc1 (configuration not stated) | 2 | 822
C=CCOc1ccc(-c2nc3c(c(=O)[nH]c(=O)n3CCCC)n2C)cc1Br | 1 | 747
NC(=O)c1ccc(Oc2ccc3c(c2)CCC3)c([N+](=O)[O-])c1 | -7 | 718
Cn1c2ccccc2c2nnc(SCC(=O)Nc3ccccc3F)nc21 | 10 | 772
O=C(Nc1ccc(Br)cc1F)C1CC(=O)N(C2CCCCC2)C1 (configuration not stated) | 2 | 826
O=C(Nc1cc(Cl)ccc1O)C1CC(c2ccccc2O)=NO1 (configuration not stated) | -3 | 799
COc1cccc(CNS(=O)(=O)c2ccc3c(c2)CC(C)N3C(=O)C2CC2)c1 (configuration not stated) | 8 | 725
Nc1[nH]c2cc([N+](=O)[O-])ccc2c1-c1ccccn1 | -43 | 689
CCCCNC(=O)C1Cc2cc(S(=O)(=O)N3CCCCC3)ccc2N1C(C)=O (configuration not stated) | -7 | 656
CN(c1ccccc1)c1nc(N)c([N+](=O)[O-])c(Nc2ccc(F)cc2)n1 | 18 | 822
CCOC(=O)c1c(S(=O)(=O)NCC2CCN(CCc3cccs3)CC2)c(C)n(C)c1C | -30 | 685
C/C(=N/NC(=O)CNC(=O)COc1ccccc1)c1ccc(Cl)cc1 | -5 | 716
COc1ccc(S(=O)(=O)N2CCN(C(=O)c3ccco3)CC2)cc1C(C)(C)C | 8 | 810
COc1ccc(Cc2nc3ccc(C(=O)N(C)CC4COCCO4)cc3o2)cc1 (configuration not stated) | -6 | 833
CCCC(C(=O)NC(C)(C)C)N(CCN1CCOCC1)C(=O)CNS(=O)(=O)c1ccccc1 (configuration not stated) | 11 | 701
CC(C)c1ccccc1NC(=O)Nc1ccc2c(c1)OCO2 | -31 | 831

Results, previewed entries included:
SMILES | Hep lipid drop | Hep lipid drop cells 6.5 µM
CCOC(=O)c1c(C)[nH]c(C)c1S(=O)(=O)NCc1ccccc1OCC | -1 | 707
O=C(CCCN1C(=O)C(c2ccccc2)Oc2cccnc21)NCc1ccccc1F (configuration not stated) | -2 | 728
O=C(c1ccco1)N1CCc2[nH]nc(-c3ccc(Cl)cc3)c2C1 | -6 | 725
COc1ccc(C(=O)Nc2c(N)nc(SCC(=O)NCC3CCCO3)[nH]c2=O)cc1 (configuration not stated) | 2 | 822
C=CCOc1ccc(-c2nc3c(c(=O)[nH]c(=O)n3CCCC)n2C)cc1Br | 1 | 747
NC(=O)c1ccc(Oc2ccc3c(c2)CCC3)c([N+](=O)[O-])c1 | -7 | 718
Cn1c2ccccc2c2nnc(SCC(=O)Nc3ccccc3F)nc21 | 10 | 772
O=C(Nc1ccc(Br)cc1F)C1CC(=O)N(C2CCCCC2)C1 (configuration not stated) | 2 | 826
O=C(Nc1cc(Cl)ccc1O)C1CC(c2ccccc2O)=NO1 (configuration not stated) | -3 | 799
COc1cccc(CNS(=O)(=O)c2ccc3c(c2)CC(C)N3C(=O)C2CC2)c1 (configuration not stated) | 8 | 725
Nc1[nH]c2cc([N+](=O)[O-])ccc2c1-c1ccccn1 | -43 | 689
CCCCNC(=O)C1Cc2cc(S(=O)(=O)N3CCCCC3)ccc2N1C(C)=O (configuration not stated) | -7 | 656
CN(c1ccccc1)c1nc(N)c([N+](=O)[O-])c(Nc2ccc(F)cc2)n1 | 18 | 822
CCOC(=O)c1c(S(=O)(=O)NCC2CCN(CCc3cccs3)CC2)c(C)n(C)c1C | -30 | 685
C/C(=N/NC(=O)CNC(=O)COc1ccccc1)c1ccc(Cl)cc1 | -5 | 716
COc1ccc(S(=O)(=O)N2CCN(C(=O)c3ccco3)CC2)cc1C(C)(C)C | 8 | 810
COc1ccc(Cc2nc3ccc(C(=O)N(C)CC4COCCO4)cc3o2)cc1 (configuration not stated) | -6 | 833
CCCC(C(=O)NC(C)(C)C)N(CCN1CCOCC1)C(=O)CNS(=O)(=O)c1ccccc1 (configuration not stated) | 11 | 701
CC(C)c1ccccc1NC(=O)Nc1ccc2c(c1)OCO2 | -31 | 831
Cc1ccc(NC(=O)CSc2ccc(-c3cccnc3)nn2)cc1 | -1 | 824
CCN(CC)CCCNC(=S)N(CCO)Cc1cc2cc3c(cc2[nH]c1=O)OCCO3 | -12 | 797
C/C(=N/NC(=O)c1ccco1)c1ccc(Br)s1 | 26 | 716
Cc1ccc(CS(=O)Cc2ccc(C(=O)NCc3cccs3)o2)cc1 (configuration not stated) | -26 | 665
COc1ccc(CNS(=O)(=O)c2ccc(-n3cnnn3)c(OC)c2)cc1 | -31 | 718
CCOC(=O)c1c(SCc2ccccc2)n[nH]c1N | 10 | 822

More entries:
SMILES | Hep lipid drop | Hep lipid drop cells 6.5 µM
Cc1nc(C(=O)NCCCO)cc2c1[nH]c1ccccc12 | 2 | 710
Cc1ccnc(NC(=O)c2cccc(OC(F)F)c2)n1 | 4 | 778
COc1ccccc1OCC(=O)Nc1ccccc1C(=O)NCc1cccnc1 | -18 | 833
COc1cccc(COc2ccc3c(C)cc(=O)oc3c2)c1 | -15 | 819
Cc1cccc(C)c1NC(=O)c1cccc(N2C(=O)C3CCC(C)CC3C2=O)c1 (configuration not stated) | -2 | 859
COc1ccc(CCNC(=O)CN(Cc2ccc(Cl)cc2)S(C)(=O)=O)cc1 | 9 | 802
COc1ccc(OC)c(CCNC(=O)CCc2nnc3ccc(N4CCCC4)nn23)c1 | 0 | 724
O=C(O)c1ccc(-n2cccc2/C=C2/SC(=O)N(CC(=O)N3CCCC3)C2=O)cc1 | 13 | 859
COC(=O)[C@@H](Cc1ccccc1)NC(=O)NCCc1ccc(OC)c(OC)c1 | 7 | 800
CCCCn1c(SCC(=O)NC2CCCC2)nnc1-c1ccco1 | -46 | 761
CCn1c(=O)c2sccc2n(Cc2cc(C(=O)OC)ccc2OC)c1=O | -10 | 819
COC1=C(N2CCOCC2)C(=O)c2ccccc2C1=O | -1 | 887
COc1ccc(NS(=O)(=O)c2ccc3[nH]c(=O)[nH]c3c2)cc1OC | 42 | 770
Cc1cccc(OCC(O)CN2CCOCC2)c1 (configuration not stated) | -4 | 745
CC(=O)NC(Cc1ccc(F)c(F)c1)C(=O)NC1CCN(S(=O)(=O)c2ccc(C)cc2)CC1 (configuration not stated) | 15 | 745
O=C(/C=C/c1ccc(O)c(O)c1)OC(Cc1ccc(O)c(O)c1)C(=O)O (configuration not stated) | 13 | 842
COc1cccc(C(=O)NCCCNC(=O)c2cccnc2)c1 | 11 | 796
Cc1ccc(C(=O)N/N=c2\oc3ccccc3cc2C(N)=O)cc1 | -39 | 804
Cc1c(C)c2c(OCC(=O)NCC(=O)NCC(=O)O)cc3c(c2oc1=O)CCC(C)(C)O3 | -1 | 805
COc1cc(/C=C2\SC(=S)N(CC(=O)O)C2=O)ccc1OC(=O)c1ccco1 | 13 | 808
CC(=O)Nc1ccc(S(=O)(=O)NC2CC2)cc1 | 1 | 804
CC(C)(CCO)Nc1ncnc2onc(-c3ccc(F)cc3)c12 | -18 | 798
Cn1c(SCC(=O)NCCc2ccccc2)nnc1C1CCCCC1 | -1 | 741
Cc1ccc(OCCCCN2CCC(C)CC2)cc1 | -1 | 836
O=C(CSc1nc(N2CCOCC2)nc(N2CCOCC2)n1)Nc1cccc(C(F)(F)F)c1 | 7 | 846

(further entries)
SMILES | Hep lipid drop | Hep lipid drop cells 6.5 µM
Cc1ccc(NC(=S)NC(=O)C2CCC2)cc1C | 3 | 838
CC1CN(CC(=O)Nc2nc3ccccc3s2)CC(C)O1 (configuration not stated) | 2 | 833
O=C(NCc1cccnc1)/C(=C/c1ccc(Cl)cc1)NC(=O)c1ccccc1 | 18 | 739
COc1ccc(CNC(=O)C(c2ccco2)N(C(=O)c2snc(C(N)=O)c2N)c2cccc(OC)c2)cc1 (configuration not stated) | -1 | 720
Cc1cc(C)c(NS(=O)(=O)c2c(C(=O)N3CCOCC3)c(C)n(C)c2C)c(C)c1 | 6 | 687
CC(C)(C)C(=O)Nc1nnc(SCC(=O)NC2CC2)s1 | -16 | 723
Cc1cc(NS(=O)(=O)c2ccc(NC(=O)c3ccc(Cl)cc3[N+](=O)[O-])cc2)no1 | 5 | 846
CN(C)C(=O)C(OC(=O)c1ccc2ccccc2n1)c1ccccc1 (configuration not stated) | -2 | 701
O=c1[nH]c2ccccc2cc1CN(CC1CCCO1)S(=O)(=O)c1ccc(Cl)cc1 (configuration not stated) | -3 | 786
CCOC(=O)CN1C(=O)C2(OCCCO2)c2cc(Br)ccc21 | -23 | 810
CC(=O)N1c2ccc(S(=O)(=O)N3CCC(C(=O)Nc4cccc(F)c4)CC3)cc2CC1C (configuration not stated) | -44 | 621
COc1cccc(CNC(=O)c2ccccc2-c2ccccc2)c1 | 1 | 761
Oc1ccc(/C=N/Nc2ccc(C(F)(F)F)cn2)c(O)c1 | 0 | 821
COc1ccc(CC2=CC(=O)c3ccccc3C2=O)cc1 | -1 | 820
Cc1c(-c2ccccc2)c(=O)oc2cc(O)ccc12 | -14 | 741
CN(C)S(=O)(=O)c1cccc(COC(=O)CN2C(=O)NC3(CCCC3)C2=O)c1 | 6 | 835
O=C(NC1CC1)c1ccc(CS(=O)c2ccccc2)o1 (configuration not stated) | 4 | 866
COc1ccc(-c2cn[nH]c2-c2ccc(O)cc2O)cc1OC | -2 | 876
COc1ccc(NC(=S)N2CCN(S(=O)(=O)c3ccccc3)CC2)cc1OC | 0 | 800
CCOC(=O)CC1C(=O)NCCN1S(=O)(=O)c1ccc(NC(C)=O)cc1 (configuration not stated) | -1 | 822
O=S(=O)(Nc1ccc(-c2cn3c(n2)SCC3)cc1)c1ccccc1F | -17 | 701
Cc1cc(OCCN2CCC(Cc3ccccc3)CC2)ccc1[N+](=O)[O-] | 9 | 884
CN1CCCN(C(=O)c2ccccc2Cl)CC1 | -12 | 793
COc1ccc(N(Cc2cc3cc(C)ccc3[nH]c2=O)C(C)=O)cc1 | -18 | 738
O=C(CSc1nnc(NC(=O)C2CC2)s1)Nc1ccccc1Cl | -3 | 809

Going on with the list.
SMILES | Hep lipid drop | Hep lipid drop cells 6.5 µM
Cn1c(=O)n(C)c2cc(N3CCCC3)c(NC(=O)c3cccc(F)c3)cc21 | -2 | 736
CN1CCN(c2ccccc2NC(=O)COc2ccc(C3CCCCC3)cc2)CC1 | 2 | 813
O=C(Cn1nc(-c2ccc(F)cc2)ccc1=O)Nc1ccc2c(c1)OCCO2 | 8 | 519
CCCCn1c(N)c(N(Cc2ccccc2OC)C(=O)CSCC(=O)Nc2cccc(C)c2)c(=O)[nH]c1=O | 14 | 731
O=c1[nH]nc(-c2ccc(NCCO)c([N+](=O)[O-])c2)c2ccccc12 | 10 | 715
COC(=O)C(=O)C/C(=N/Nc1ncnc2ccccc12)c1ccc(Cl)cc1 | 2 | 740
CN1C(=O)/C(=C/c2cccc(Cl)c2)Sc2ccc(C(=O)N3CCCC3)cc21 | -20 | 710
Cc1ccc(C(c2c(C)[nH][nH]c2=O)c2c(C)[nH][nH]c2=O)cc1 | 2 | 846
CCCN(CC(=O)Nc1ccc(Cl)cc1Cl)C(=O)CC(NC(C)=O)c1ccccc1 (configuration not stated) | -10 | 659
CCCc1cc(=O)oc2cc(C)cc(OCC(=O)NCCCn3ccnc3)c12 | -26 | 756
CCOc1ccc(C2/C(=C(\O)c3ccc4c(c3)OCCO4)C(=O)C(=O)N2CCCN2CCOCC2)cc1 (configuration not stated) | 0 | 686
O=C(Cc1c(F)cccc1Cl)Nc1ccc(S(=O)(=O)N2CCOCC2)cc1 | -7 | 690
Cc1nc(Nc2cccc(F)c2)c2oc3ccccc3c2n1 | 12 | 429
COc1ccc(N2CCN(C(=O)c3ccc4c(c3)NC(=O)C(CSCc3c(F)cccc3Cl)N4)CC2)cc1 (configuration not stated) | 28 | 749
CCCn1c(=O)c(C(=O)Nc2cccc(C)n2)c(O)c2ccccc21 | 4 | 750
Cc1ccc(S(=O)(=O)N2CCN(C(=O)CSc3cc(C)ccc3C)CC2)c(C)c1 | -5 | 673
Cc1onc(C(=O)NC2CCCCC2)c1[N+](=O)[O-] | 3 | 716
CC1CCN(S(=O)(=O)c2cn(CC(=O)Nc3ccc(OC(F)(F)F)cc3)cn2)CC1 | 8 | 739
COC(=O)c1ccc(/C=C2/SC(=S)N(CCCC(=O)Nc3ccc(O)cc3)C2=O)cc1 | -20 | 665
CC(C)(CN1CCCC1)NS(=O)(=O)c1ccccc1 | -4 | 664
COc1ccccc1CCNC(=O)C1CCC(=O)N(Cc2ccccc2OC)C1 (configuration not stated) | -2 | 629
Cc1ccc(Cl)cc1NC(=O)c1cc(S(=O)(=O)N2CCOCC2)cn1C | 9 | 787
Cc1ccc(NC(=O)c2cccc(S(=O)(=O)N3CCCCC3)c2)cc1 | -22 | 763
Fc1cccc(NC(=S)N2CCN(c3ccccn3)CC2)c1 | 10 | 859
O=C(NCCc1ccccn1)C1CCCN1S(=O)(=O)c1ccc(Cl)cc1 (configuration not stated) | -1 | 761

New compounds follow:
SMILES | Hep lipid drop | Hep lipid drop cells 6.5 µM
O=C(O)C1CCCCC1C(=O)Nc1ccc(S(=O)(=O)N2CCCCC2)cc1 (configuration not stated) | -2 | 791
COc1ccc(C)cc1NC(=O)C1CCCN(S(=O)(=O)c2cccnc2)C1 (configuration not stated) | 18 | 755
O=C(C(=O)c1ccc(O)cc1)c1ccccc1 | -1 | 788
COc1ccc(OC)c(S(=O)(=O)NC(C)c2cnn(-c3ccccn3)c2C)c1 (configuration not stated) | -11 | 678
Cc1nnc(N/N=C/c2ccc(Br)cc2)n1N | 10 | 793
COc1ccc(OC)c(NC(=O)c2cccnc2)c1 | -12 | 822
Nc1c(C(=O)Nc2cccc(F)c2)nnn1-c1ccc2c(c1)OCCO2 | 7 | 799
Cc1ccc(S(=O)(=O)N(C)CC(=O)Nc2nnc(CC(C)C)s2)cc1 | 8 | 781
CC(COc1ccc(C(C)C)cc1)NC(=O)c1ccc(Br)o1 (configuration not stated) | -6 | 677
